# High-throughput results (PubChem)
# PAFAH1B3 inh – PAFAH1B3 enzyme inhibitors, primary screen, biochemical, fluorescence polarization, human | recombinant PAFAH1B3, FP-rhodamine probe | inhibition, % at 3.39 µM | hit rate 0.28% among 340,000;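 active = inhibition above the screen-wide average of all tested compounds plus 3 SD, cut at about 25% in these data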;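 note: 0% = enzyme with DMSO only and 100% = wells lacking PAFAH1B3 protein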
# Target sequence (Q15102 whole entry, looked up): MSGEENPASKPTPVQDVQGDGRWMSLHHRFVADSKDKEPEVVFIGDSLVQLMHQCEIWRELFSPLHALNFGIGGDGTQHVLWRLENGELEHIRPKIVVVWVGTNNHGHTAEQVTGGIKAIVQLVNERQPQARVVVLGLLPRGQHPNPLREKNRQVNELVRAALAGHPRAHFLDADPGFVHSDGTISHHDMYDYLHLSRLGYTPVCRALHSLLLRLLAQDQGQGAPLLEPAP
# PAD4 inh – human PAD4 inhibitors, primary screen, biochemical, fluorescence polarization, 1536-well format; inhibition, % at 6.36 µM; hit rate 0.41% among 330,000; Protein-arginine deiminase type-4 (Homo sapiens), Q9UM07; recombinant PAD4, RCA probe fluorescence polarization;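 active = percent inhibition above a cutoff equal to the mean of all tested compounds plus 3 SD, cut at about 15% in these data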;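 note: 0% = PAD4 with RCA probe and DMSO and 100% = probe without PAD4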
# Target sequence (Q9UM07 whole entry, looked up): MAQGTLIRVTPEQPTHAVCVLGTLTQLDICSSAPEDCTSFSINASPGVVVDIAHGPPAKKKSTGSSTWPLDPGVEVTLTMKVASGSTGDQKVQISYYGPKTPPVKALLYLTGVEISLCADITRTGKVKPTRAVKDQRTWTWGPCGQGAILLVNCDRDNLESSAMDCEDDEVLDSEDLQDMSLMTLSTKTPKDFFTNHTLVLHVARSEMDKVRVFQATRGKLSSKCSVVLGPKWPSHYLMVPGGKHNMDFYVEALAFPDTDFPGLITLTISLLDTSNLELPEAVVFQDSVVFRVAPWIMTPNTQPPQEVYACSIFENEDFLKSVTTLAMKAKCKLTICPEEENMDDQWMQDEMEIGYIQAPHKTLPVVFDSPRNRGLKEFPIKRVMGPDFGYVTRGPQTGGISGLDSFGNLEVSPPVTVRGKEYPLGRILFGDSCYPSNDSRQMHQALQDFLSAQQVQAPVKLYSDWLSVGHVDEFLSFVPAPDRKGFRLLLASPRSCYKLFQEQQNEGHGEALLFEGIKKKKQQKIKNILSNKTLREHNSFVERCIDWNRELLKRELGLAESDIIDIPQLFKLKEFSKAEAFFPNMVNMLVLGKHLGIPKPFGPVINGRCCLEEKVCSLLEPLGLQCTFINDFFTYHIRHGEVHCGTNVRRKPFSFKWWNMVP
# GSTO1 counter – inhibitors of recombinant GSTO1, primary screen, counter-screen for RBBP9 inhibitor project, biochemical, fluorescence polarization. activity-based probe fluorescence polarization. hit rate 1.1% among 300,000. AID 1974, 2009. inhibition, % at 5.96 µM;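 active = inhibition above the campaign mean inhibition plus 3 SD, cut at about 35% in these data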;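 note: 0% = GSTO1-1 with DMSO and 100% = wells lacking GSTO1-1 enzyme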
# PREPL inh – PREPL enzyme inhibitors, primary screen, biochemical, fluorescence polarization. AID 2751, 2010. Prolyl endopeptidase-like (Homo sapiens), Q4J6C6. inhibition, % at 5.96 µM. recombinant PREPL, fluorescence polarization activity-based probe. hit rate 0.68% among 320,000; in the data active = inhibition above about 43%;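 note: 0% = enzyme with DMSO and 100% = wells lacking enzyme; many of its hits are not listed in these tables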
# PAFAH1B2 inh – PAFAH1B2 enzyme inhibitors, primary screen, biochemical, fluorescence polarization, human. Platelet-activating factor acetylhydrolase IB subunit alpha2 (Homo sapiens), P68402. recombinant PAFAH1B2, FP-rhodamine activity probe. inhibition, % at 3.39 µM. hit rate 1.2% among 340,000;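 active = inhibition above the mean of all tested compounds plus 3 SD, cut at about 24% in these data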;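 note: 0% = enzyme with DMSO and 100% = wells lacking PAFAH1B2; many of its hits are not listed in these tables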
# LYPLA2 counter – LYPLA2 inhibitors, primary screen, counter-screen for PME1 inhibitor project, biochemical, fluorescence polarization, FP-Rh probe ABPP; recombinant LYPLA2; inhibition, % at 5.9 µM; hit rate 0.38% among 320,000; AID 2177, 2009;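 active = inhibition above the screen-wide mean plus 3 SD, limit set per campaign, cut at about 26% in these data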;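 note: 0% = LYPLA2 with DMSO and 100% = wells lacking LYPLA2 enzyme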
# PAFAH2 FP inh – PAFAH2 enzyme inhibitors, primary screen, biochemical, fluorescence polarization, human; Platelet-activating factor acetylhydrolase 2, cytoplasmic (Homo sapiens), Q99487; recombinant PAFAH2, FP-rhodamine activity probe; inhibition, % at 3.39 µM; hit rate 0.99% among 340,000; AID 492956, 2010;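 active = inhibition above the mean over all tested compounds plus 3 SD, cut at about 30% in these data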;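 note: inhibitors block probe labeling of enzyme so polarization drops; 0% = enzyme with DMSO and 100% = wells lacking PAFAH2 protein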
# pPAFAH FP inh – pPAFAH enzyme inhibitors, primary screen, biochemical, fluorescence polarization, human. hit rate 1.5% among 330,000. inhibition, % at 3.39 µM. recombinant pPAFAH, FP-rhodamine probe fluorescence polarization;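 active = inhibition above the mean inhibition across the screen plus 3 SD, cut at about 25% in these data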;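 note: inhibitors block binding of the rhodamine activity-based probe so polarization drops; 0% = enzyme with DMSO and 100% = wells lacking pPAFAH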
# LYPLA1 counter – LYPLA1 inhibitors, primary screen, counter-screen for PME1 inhibitor project, biochemical, fluorescence polarization, FP-Rh probe ABPP; Acyl-protein thioesterase 1 (Homo sapiens), O75608; recombinant LYPLA1; inhibition, % at 5.9 µM; hit rate 0.16% among 320,000; AID 2174, 2009;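 active = inhibition above the mean of all tested compounds plus 3 SD, set per campaign, cut at about 14% in these data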;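 note: inhibitors block serine hydrolase probe labeling of LYPLA1 so polarization falls; 0% = enzyme with DMSO and 100% = wells lacking LYPLA1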
# * = called active by the depositor; · = not tested or not shown. The list is partial. The share of hits here may be higher or lower than overall.
SMILES,PAFAH1B3 inh,PAD4 inh,GSTO1 counter,PREPL inh,PAFAH1B2 inh,LYPLA2 counter,PAFAH2 FP inh,pPAFAH FP inh,LYPLA1 counter
CCCCNC(=O)c1cnc2n(c1=O)CCS2,-1.4,5.1,5.8,-3.5,3.8,3.9,-13.7,0.1,3.1
CCN(CCCNc1ncnc2nc[nH]c12)c1cccc(C)c1,2.7,3.4,1.7,-4.1,3.3,3.5,0.5,4.4,6.4
COc1ccc(C(=O)C2CCCN(C(=O)C3=CCCC3)C2)cc1OC (configuration not stated),3.7,-3.7,8.4,13.8,1.7,-2.3,0.3,4.2,-4.4
c1cc[n+](CCC[n+]2ccccc2)cc1,-3.4,3.2,7.2,5.4,3.2,0.7,-2.5,-0.3,1.8
COc1ccc(CNC(=O)CN(C2CCCCC2)S(C)(=O)=O)cc1,6.3,0.0,5.7,9.9,5.9,1.3,-2.9,0.4,-0.6
CN1CCC(CNC(=O)Nc2ccccc2)(c2ccccc2)CC1,6.7,0.0,1.6,-5.6,1.7,-4.0,-1.7,-1.0,1.5
CCN1CSC(=S)N(Cc2ccccc2)C1,6.1,-0.5,0.3,-10.8,7.2,5.7,0.6,2.9,-3.0
CCCCNC(=S)Nc1cc(S(=O)(=O)N2CCCCC2)ccc1C,2.0,-2.0,9.5,11.7,7.6,6.4,10.6,4.1,3.9
CC(C)(C)c1ccc(/C=C/C(=O)Nc2ncccn2)cc1,0.6,-5.1,0.5,0.5,-2.4,-2.9,2.3,11.0,-3.0
CCCc1nn2c(=O)cc(CSCC(=O)Nc3ccccc3)nc2s1,6.3,6.1,-4.3,9.3,2.6,10.2,0.7,3.7,3.7
COCCn1c(SCC(=O)NCc2ccc(F)cc2)nc2ccccc21,4.6,0.0,-2.8,-2.7,1.6,-3.0,-9.6,8.8,-3.2
CC(C)(C)OC(=O)C[C@H]1C/C=C\C[C@H](CC(=O)N[C@H](CO)Cc2ccccc2)C(=O)N[C@H](Cc2ccccc2)COC1=O,-2.3,-3.4,·,18.5,8.0,·,6.1,0.1,·
Nn1c(Cc2ccccc2F)nnc1SCn1nnc2ccccc2c1=O,3.7,-4.2,5.1,3.3,6.2,-0.8,4.2,-3.0,-0.9
Cc1c([N+](=O)[O-])c2ccc(O)cc2n1-c1ccccc1,7.6,-0.9,-0.3,-7.5,-4.0,6.6,1.2,4.9,-2.3
Cc1ccc(CNS(=O)(=O)c2c(C)nc3scc(C)n3c2=O)cc1,6.4,-5.3,5.2,4.5,2.5,1.4,8.7,-1.6,2.2
NS(=O)(=O)c1cc(C(=O)NCCOc2ccccc2)c(Cl)cc1Cl,1.4,-2.1,-5.9,10.1,0.2,5.5,3.0,-2.6,1.2
COc1ccc(OCC(=O)N2CCCC2=O)c([N+](=O)[O-])c1,-1.6,-2.2,3.0,7.6,4.1,5.8,8.8,4.3,3.7
CCOC(=O)c1cc(-c2csc(Nc3c(C)cc(C)cc3C)n2)on1,7.9,6.7,0.4,-3.0,-1.3,-4.8,5.8,1.3,-3.3
Cc1nn(-c2ccccc2)c(=O)c2noc(C)c12,-4.7,1.0,-3.2,8.1,0.5,12.9,-15.2,5.9,3.5
O=C(Cc1ccc([N+](=O)[O-])cc1)NC1CCCCCC1,9.9,2.3,-6.4,11.5,4.7,-3.5,12.9,-7.3,-0.8
CNc1nc(Cl)c(SC)c(NCc2cccc(OC)c2)n1,-6.4,1.8,-9.5,0.0,4.3,-0.4,0.8,13.3,-2.5
Cc1cc([N+](=O)[O-])ccc1NCc1cccc2ccccc12,-0.6,-1.2,-6.0,42.2,2.5,-8.4,-2.2,-0.9,-10.1
Cc1ccc(C(=O)Oc2oc(-c3ccccc3)nc2C=Nc2ccc(N(C)C)cc2)cc1,-2.9,-1.3,3.7,10.4,9.7,9.4,1.8,-0.2,-0.5
Cc1nnc(Nc2ccccn2)c2ccccc12,-4.8,0.1,-3.9,-0.3,-1.2,-0.1,1.1,1.7,-0.8
COc1cc(NC(=O)CSc2nc3c(C)ccc(C)c3cc2C)c(C(=O)O)cc1OC,11.4,-3.2,-3.3,7.3,8.9,-5.4,11.2,4.4,-5.9
O=S(=O)(c1cccc(F)c1)N1CCN(C(=S)NCC2CCCO2)CC1 (configuration not stated),-0.6,4.0,-2.1,-3.5,6.7,-4.5,-1.3,-0.7,-3.6
Cc1cccc(NC(=O)c2ccc(N3CCCCC3)c([N+](=O)[O-])c2)n1,4.3,0.0,-3.3,4.8,7.7,1.6,8.4,-0.4,-5.7
COc1ccc(C(=O)NC(=S)Nc2ccc3[nH]c(=O)[nH]c3c2)cc1,-3.4,-2.6,-8.5,3.7,-0.5,2.4,-9.6,2.5,-4.3
CN1CCCCC1=NCCCn1cnc2c1c(=O)n(C)c(=O)n2C,-0.7,2.2,9.9,0.3,-4.3,-0.1,-4.8,0.9,-1.5
Nn1c(Cc2ccccc2)nc2cc(Cl)ccc2c1=O,2.1,-5.0,5.6,-3.2,-1.3,1.8,11.6,0.4,0.9
COc1ccc(C(=O)N2CCCN(C)CC2)cc1S(=O)(=O)N(C)Cc1ccccc1,-0.1,-2.5,·,5.3,-2.5,-2.4,-0.8,2.6,-2.5
Oc1ccccc1C1NN=C(c2ccccc2)S1 (configuration not stated),-1.4,-2.3,6.4,1.0,5.6,-4.5,49.5*,-2.6,-3.2
O=C(N/N=C/c1cccc([N+](=O)[O-])c1)c1ccc(COc2ccccc2-c2ccccc2)cc1,-8.3,-1.5,6.0,-0.9,-3.4,-29.9,-22.5,11.8,-23.3
O=C1OCc2cc(NC(=O)C3CCCO3)ccc21 (configuration not stated),-2.4,2.2,4.6,-1.9,-1.9,1.4,0.4,-0.7,1.5
COc1ccc2c3c(c(=O)oc2c1OCC(N)=O)CCCC3,7.8,1.2,0.8,9.0,-2.6,7.7,-5.3,1.9,6.2
O=C(COC(=O)c1ccc2[nH]c3c(c2c1)CCCC3)Nc1ccc(Cl)cc1Cl,3.9,-2.8,-3.5,-1.9,-1.9,-7.9,25.3,5.5,-1.7
O=C(CCS(=O)(=O)c1ccc(Br)cc1)Nc1ccc(Cl)cc1F,-3.4,-3.2,4.0,-39.6,9.5,4.6,-1.4,1.3,3.8
O=C(OCC(=O)N1CCCc2ccccc21)c1cccc(S(=O)(=O)N2CCc3ccccc32)c1,5.3,0.2,2.4,1.4,4.3,-6.9,2.1,4.0,1.4
CC1(C)CC(=O)C(C=NCc2ccccn2)=C(O)C1,-3.8,5.4,2.0,1.3,-3.9,-4.7,-9.5,0.8,-3.5
CCC(C)c1ccccc1N1CC(C(=O)Nc2cc(S(=O)(=O)N3CCOCC3)ccc2OC)CC1=O (configuration not stated),7.2,-6.1,-0.4,1.8,3.2,-2.8,6.6,7.2,-4.7
Cc1ccc(NS(=O)(=O)c2ccc(CCC(=O)NCCCOC(C)C)cc2)cc1,5.6,-1.7,6.2,14.8,3.9,-2.6,2.1,25.6*,0.0
O=C(CN1CCN(c2ncc(C(F)(F)F)cc2Cl)CC1)Nc1ccc2c(c1)OCO2,2.4,-2.1,6.7,1.7,-1.2,20.4,2.6,7.2,4.5
COc1ccc(-c2cn[nH]c2-c2ccc(OCc3ccccc3F)cc2O)cc1OC,8.9,1.9,-6.1,42.2,0.2,0.5,0.0,10.3,-6.0
CC(NC(=O)c1ccco1)C(=O)OCc1cccc(Cl)c1 (configuration not stated),-5.5,-1.1,-1.2,13.9,-0.1,-9.3,2.0,-4.0,-3.6
CCc1nc(SC)[nH]c(=O)c1C,8.1,5.2,0.9,2.1,7.0,0.7,-0.5,2.2,2.7
CCOC(=O)/C(C#N)=C\c1cn(C)c2ccccc12,3.6,-3.5,-9.2,11.1,3.6,-3.3,-4.0,0.4,3.7
Cc1cc(C)cc(NC(=S)N2CCN(S(C)(=O)=O)CC2)c1,-5.0,-2.8,4.5,4.9,0.4,3.3,6.6,-1.0,-0.2
Cc1ccc(N2CC(NS(=O)(=O)c3cccnc3)CC2=O)cc1C (configuration not stated),10.6,0.7,3.3,2.6,8.0,6.6,6.4,5.0,5.0
Clc1ccc(-c2csc3ncnc(N4CCc5ccccc5C4)c23)cc1,0.5,-1.7,4.8,-3.2,4.6,3.7,1.1,4.1,2.0
C=C(C(=O)c1ccccc1)C(CC(=O)c1ccccc1)c1ccccc1 (configuration not stated),3.1,-7.9,-16.8,-7.1,-1.7,-5.4,11.8,4.7,-4.4
O=C(NCc1ccco1)c1cccn2c(=O)c3sccc3nc12,1.1,-4.9,-1.2,-5.6,1.1,1.5,7.4,3.0,2.5
O=C(O)c1cccc([N+](=O)[O-])c1C(=O)Nc1cccc2ccccc12,9.9,-15.9,4.7,26.3,0.4,-2.9,7.3,-1.3,-1.4
O=C1C=C(c2ccccc2)CC(c2cccs2)C1n1cnc([N+](=O)[O-])c1 (configuration not stated),-4.6,-4.0,12.1,48.0*,3.7,0.3,10.9,23.4,0.3
O=c1[nH]c2ccccc2n2c(C(F)(F)F)nnc12,1.8,-3.2,24.2,12.2,0.6,-2.6,6.5,-2.2,-2.0
COCC(=O)Nc1ccc(S(=O)(=O)Nc2nccs2)cc1,2.3,-1.9,12.9,-9.0,4.0,4.7,9.4,1.6,4.4
Fc1ccc(-c2nc3c(-c4ccc(F)cc4)cnn3cc2CCN2CCOCC2)cc1,0.4,-9.0,-0.7,-15.0,-1.2,1.1,6.7,8.0,1.9
CCOC(=O)c1ccc(NC(=O)CN(C)S(=O)(=O)c2ccc(OC)cc2)cc1,7.9,0.3,8.8,-1.3,-0.1,5.4,-0.3,0.8,1.6
CC(=O)Nc1ccc(N2C(C(C)=O)=NN(c3ccccc3)C2c2cccs2)cc1 (configuration not stated),10.6,-5.6,-1.2,8.7,4.0,1.9,-6.6,4.6,1.2
c1cnc2c(C3NCCc4c3[nH]c3ccccc43)cccc2c1 (configuration not stated),-0.5,5.4,4.5,22.6,3.9,2.5,2.9,2.0,0.3
CCCn1c(=O)c(C(=O)Nc2cc(C)ccn2)c(O)c2ccccc21,-4.0,-0.1,-6.3,-0.1,-0.8,5.9,-8.1,3.2,-1.0
CC1CCN(CCCOc2ccc(OCc3ccccc3)cc2)CC1,1.4,-3.3,0.7,8.1,2.0,5.3,-1.6,1.8,-3.9
O=C(Nc1ccc(F)c(F)c1)C1CCCN(S(=O)(=O)c2cccc3nonc23)C1 (configuration not stated),-0.1,-5.7,-2.5,3.1,0.7,1.2,-4.8,0.2,-3.6

# 3 entries out of the list above, ordered by the number in PAFAH1B2 inh, highest first.
SMILES | PAFAH1B2 inh
Clc1ccc(-c2csc3ncnc(N4CCc5ccccc5C4)c23)cc1 | 4.6
CCCc1nn2c(=O)cc(CSCC(=O)Nc3ccccc3)nc2s1 | 2.6
O=C(N/N=C/c1cccc([N+](=O)[O-])c1)c1ccc(COc2ccccc2-c2ccccc2)cc1 | -3.4
